AmpC detergent – qHTS Inhibitors of AmpC Beta-Lactamase (assay with detergent). AmpC hydrolysis of nitrocefin, absorbance 480 nm, 0.01% Triton. Potency, µM (top dose mostly 114 µM), for inactives: at the top dose activity change, negative = inhibition, most hits filed as inhibitors. P00811. hit rate 0.041% among 370,000;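 also: potency is read from the fitted curve at half-maximal effect; 0% = no-compound wells and -100% = no-enzyme wells; nearly all actives have a fitted effect of over 25% in size; some results filed as inactive show a strong effect at the top dose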
Target sequence (P00811 whole entry, looked up): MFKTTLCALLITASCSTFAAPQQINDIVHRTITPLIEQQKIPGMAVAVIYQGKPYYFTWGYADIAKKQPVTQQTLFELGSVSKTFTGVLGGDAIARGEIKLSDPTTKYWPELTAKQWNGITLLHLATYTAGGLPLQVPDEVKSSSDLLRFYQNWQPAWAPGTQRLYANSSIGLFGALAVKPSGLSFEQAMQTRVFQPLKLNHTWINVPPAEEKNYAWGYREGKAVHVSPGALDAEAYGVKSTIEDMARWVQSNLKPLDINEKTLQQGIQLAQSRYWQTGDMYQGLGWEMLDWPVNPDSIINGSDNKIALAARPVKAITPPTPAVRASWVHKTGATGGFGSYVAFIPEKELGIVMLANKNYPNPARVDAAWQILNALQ
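20 mM phosphate pH 7.0 + 0.01% (detergent screen) or 0.0001% Triton X-100; 5.3 nM AmpC reagent; cpd preinc 15 min RT; nitrocefin (800 uM stock) to start; A480 q20 s × 4 min; Activity was normalised to no-enzyme and no-compound control wells.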
CHX counter – Cycloheximide Counterscreen for Small Molecule Inhibitors of Shiga Toxin; max response, %; hit rate 12% among 300,000; cell reporter, cycloheximide protein synthesis inhibition counterscreen; in the data active = max response mostly above about 13%, no sharp cut-off; inactive = mostly below about 14%; also: read at 38.3 µM for the half of the compounds with a filed dose; 0% is about no effect
AMA1 RON2 block – qHTS for Inhibitors of AMA1-RON; Towards Development of Antimalarial Drug Lead: Primary Screen; hit rate 0.2% among 360,000; AlphaScreen AMA1-biotinylated RON2 peptide binding; AID 720542, 2013; Plasmodium falciparum AMA1 (3D7) - RON2 peptide interaction; Potency, µM (doses to about 58.2 µM), inactives show at the highest dose activity change, negative = inhibition, actives largely listed as inhibitors;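 also: potency is read from the fitted curve at half-maximal effect; 0% = vehicle wells and -100% = peptide control; nearly all actives have a fitted effect of over 45% in size; some results filed as inactive show a strong effect at the top dose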
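AMA1 (3D7) with his tag at 25 nM final met compounds first, then biotinylated RON2 peptide at 25 nM; detection used donor plus acceptor beads, 10 µg/mL apiece, read by AlphaScreen after 30 min at room temperature.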
FBPA Giardia inh – qHTS Assay for Inhibitors of Fructose-1,6-bisphosphate Aldolase from Giardia Lamblia. hit rate 0.71% among 290,000. Potency, µM (top dose mostly 59.6 µM), for inactives: top-dose activity, negative = inhibition, hits mostly inhibitors. A8B2U2. purified Giardia FBPA. AID 2451, 2010; also: potency is read from the fitted curve at half-maximal effect; % is scaled to controls: 0 for no effect and ±100 for the full control effect; nearly all actives have a fitted effect of over 55% in size
Target sequence (A8B2U2 whole entry, looked up): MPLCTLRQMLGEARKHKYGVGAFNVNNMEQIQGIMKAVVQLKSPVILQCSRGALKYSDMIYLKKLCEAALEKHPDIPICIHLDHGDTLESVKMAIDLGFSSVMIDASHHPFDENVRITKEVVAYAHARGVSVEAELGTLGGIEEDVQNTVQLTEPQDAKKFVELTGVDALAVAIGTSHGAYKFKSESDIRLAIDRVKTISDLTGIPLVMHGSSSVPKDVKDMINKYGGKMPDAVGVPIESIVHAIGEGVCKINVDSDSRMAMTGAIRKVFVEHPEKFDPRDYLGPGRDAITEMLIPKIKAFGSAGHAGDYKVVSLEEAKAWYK
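Giardia FBPA (40 nM reagent) was preincubated 10 min at RT with compound (up to 57.5 uM final), then substrate plus GAPDH/TPI/NAD/arsenate coupling system with diaphorase/resazurin was added; resorufin fluorescence (525/598 nm) was read after 20 min.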
Shiga inhibitor – A qHTS for Small Molecule Inhibitors of Shiga Toxin. Vero cells, Shiga toxin protein synthesis inhibition reporter. inhibition, % at 38.7 µM. hit rate 9.2% among 290,000. AID 2315, 2010; in the data active = inhibition mostly above about 28%, no sharp cut-off; inactive = mostly below about 43%; also: 0% is about no effect
AmpC no deterg – qHTS Inhibitors of AmpC Beta-Lactamase (assay without detergent); P00811; AmpC nitrocefin hydrolysis, absorbance 480 nm, 0.0001% Triton; Potency, µM (top dose mostly 57.1 µM), for the others: at the top dose activity change, negative = inhibition, hits mostly inhibitors; hit rate 0.52% among 330,000; AID 485341, 2010;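 also: potency is read from the fitted curve at half-maximal effect; plate controls were no compound for no effect and no enzyme for full effect; nearly all actives have a fitted effect of over 20% in size; some results filed as inactive show a strong effect at the top dose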
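20 mM phosphate pH 7.0 + 0.01% (detergent screen) or 0.0001% Triton X-100; 5.3 nM AmpC reagent; cpd preinc 15 min RT; nitrocefin (800 uM stock) to start; A480 q20 s × 4 min; Activity was normalised to no-enzyme and no-compound control wells.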
HCMV inh – qHTS Assay for inhibitors of the human cytomegalovirus (HCMV) | HFF cells, HCMV-luciferase reporter, 72 h; stronger effect = lower value | activity change, negative = inhibition, % at 57.5 µM | hit rate 4.5% among 410,000; in the data active = activity change below about -60%; inconclusive = no clear call, values can overlap the other calls; inactive = above about -39%; also: % is scaled to controls: 0 for no effect and ±100 for the full control effect
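Two-dose cell screen: HFF monolayers treated with compounds and infected with luciferase-expressing HCMV at 1 PFU/cell, 72 h at 37C, then lysed for luciferase measurement.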
The depositor's hits bear a star; ? = inconclusive; nt = no result given; + = active, no number; [ ] = dose if it differs, or a comment. Unless noted, calls follow the shape of the dose curve; as a rule, active = well fitted curve in the direction sought with a large enough effect; inconclusive = small, poorly fitted or top-dose-only effect, or another doubt; inactive = no such curve, though single readings can be large; an effect the other way counts as inactive or inconclusive. An unsorted share of the library, and some 16% of all compounds hit somewhere here.

The line under a structure holds: AmpC detergent	CHX counter	AMA1 RON2 block	FBPA Giardia inh	Shiga inhibitor	AmpC no deterg	HCMV inh
- CNC(=S)Nc1ccc(C(N)=O)cc1
    -6%	3	-3%	1%	16	-19%	19
- O=C(COc1ccccc1F)N1CCN(CCN2C(=O)c3cccc4cccc(c34)C2=O)CC1
    6%	-1	6%	-1%	7	-14%	-11
- NNC(=O)c1ccc(CSc2nc3ccccc3[nH]2)cc1
    3%	6	-4%	-7%	32	-41%	4
- Cc1cc(Nc2cccc(F)c2)n2c(n1)nc1ccccc12
    6%	5	-2%	19%	-14	-14%	-20
- Cc1cc(N)n(-c2nc(-c3cccnc3)nc3ccccc23)n1
    -3%	33*	-2%	1%	64*	1%	27
- O=C(COc1ncnc2cc([N+](=O)[O-])ccc12)NC(=O)NC1CCCCC1
    -21%	2	29%	-8%	-15	-18%[11.4 µM]	-11
- C/C(=N\NC(=O)c1c(Br)c(C)nn1C)c1ccc(NC(=O)C(C)Oc2ccc(Cl)cc2C)cc1 (stereo not given)
    -4%	-2	10%	1%	-11	-3%	38
- CCCc1nc2ccccc2n1CC(O)COc1ccc(NC(C)=O)cc1 (stereo not given)
    7%	6	1%	1%	-4	-11%	-8
- CN(C(=O)CC1C(=O)NCCN1Cc1cccc(F)c1F)C1CCOCC1 (stereo not given)
    3%	-3	16%	nt	-30	-7%	-1
- NS(=O)(=O)c1ccc(NC(=O)CNC(=O)c2ccc3c(c2)OCO3)cc1
    nt	nt	5%	nt	nt	-12%	-3
- CCCc1cc(=O)[nH]c(SCC(=O)Nc2cc(S(=O)(=O)N3CCCCC3)ccc2C)n1
    ?	nt	12%	nt	nt	-29%	-33
- O=C(N/N=C/c1cn(-c2cccs2)nc1-c1ccccc1)c1ccc(O)cc1
    -1%	45*	3%	2%	+	?	-33
- COc1ccc(-c2cc(=O)oc3cc(OCc4nn[nH]n4)ccc23)cc1
    ?	-1	-3%	10%	-2	-21%	-14
- CCCc1ncc(C(O)c2ccccc2OC)n1C (stereo not given)
    3%	-1	-13%	4%	-9	-10%	-10
- COCCCn1c(C23CC4CC(CC(C4)C2)C3)n[nH]c1=S
    ?	1	68%[activator]	25%	0	-16%	34
- COc1ccc(N2C(=O)C3C4C=CC(C4)C3C2=O)c([N+](=O)[O-])c1 (stereo not given)
    1%	2	11%	-6%	-5	-21%	31
- CN(C(=O)CSc1nncc2ccccc12)C1CCCCC1
    -9%	30*	10%	2%	70*	0%	-27
- COCc1c(C(=O)Nc2nc(C)cs2)oc2ccccc12
    2%	25*	4%	-8%	44*	-6%	79
- O=C(Nc1cccc(Cl)c1Cl)c1ccccc1NC(=O)C1CC=CCC1C(=O)O (stereo not given)
    -1%	27*	5%	nt	36*	-27%	3
- CCN(CC)S(=O)(=O)c1csc(C(=O)Nc2ccccn2)c1
    0%	22*	12%	6%	+	-19%	39
- COc1ccc(-n2c(=O)c3c4c(sc3n3c(=S)[nH]nc23)CCCC4)cc1
    -4%	5	22%	5%	-13	-52%	?
- CC(C(=O)O)N1C(=O)c2ccccc2C1=O (stereo not given)
    ?	-3	5%	3%	-1	-9%	-99*
- COc1ccc(NC(=O)C2CCN(S(C)(=O)=O)CC2)c(OC)c1
    -13%	-3	-3%	5%	nt	-10%	-24
- CN(C(=O)c1ccc(NC(=O)Cc2cccc(NC(=O)C3CCN(C(=O)C4CCCC4)CC3)c2)cc1)C1CCCC1
    -4%	nt	-8%	nt	nt	89%[activator]	-21
- C#CCOc1ccc2c(c1)c(C(C)=O)c(C)n2Cc1ccccc1
    -3%	-1	-9%	0%	-3	-49%	?
- COc1cccc(CNC(=O)COC(=O)CCS(=O)(=O)c2ccc(C)cc2)c1
    -1%	nt	-9%	nt	nt	9%	-1
- CC1CCC2C(=O)N(c3ccccc3OC(=O)c3ccccc3F)C(=O)C2C1 (stereo not given)
    -2%	18	20%	-1%	32	7%	9
- CC(C)c1ccc(S(=O)(=O)N2CCN(C(=O)CCNS(=O)(=O)c3ccccc3F)CC2)cc1
    ?	nt	2%	nt	nt	78%[activator]	-17
- CC(C)Oc1ccc(CCC(=O)NNC(=O)c2ccccc2C(=O)O)cc1
    -6%	-1	62%[activator]	-3%	20	-7%	49
- CCc1nccn1S(=O)(=O)c1ccc2ccccc2c1
    -14%	-5	-2%	-12%	-6	-17%	-13

A draw from above in order of SMILES length, rising:
The line under a structure holds: AmpC detergent	CHX counter	AMA1 RON2 block	FBPA Giardia inh	Shiga inhibitor	AmpC no deterg	HCMV inh
- CC(C)Oc1ccc(CCC(=O)NNC(=O)c2ccccc2C(=O)O)cc1
    -6%	-1	62%[activator]	-3%	20	-7%	49
- CC1CCC2C(=O)N(c3ccccc3OC(=O)c3ccccc3F)C(=O)C2C1 (stereo not given)
    -2%	18	20%	-1%	32	7%	9
- CC(C)c1ccc(S(=O)(=O)N2CCN(C(=O)CCNS(=O)(=O)c3ccccc3F)CC2)cc1
    ?	nt	2%	nt	nt	78%[activator]	-17

The list continues:
The line under a structure holds: AmpC detergent	CHX counter	AMA1 RON2 block	FBPA Giardia inh	Shiga inhibitor	AmpC no deterg	HCMV inh
- COc1ccccc1S(=O)(=O)Nc1ccc2nc(C)sc2c1
    nt	nt	-2%	nt	nt	-16%	-21
- N#Cc1cn(Cc2ccncc2)c(=O)[nH]c1=O
    1%	-7	-1%	-4%	6	2%	-30
- O=C(CCn1cccc1)Nc1cc(F)ccc1F
    -1%	-2	-4%	3%	1	-7%	-7
- CC(C)OC(=O)C(C#N)c1nc2ccccc2nc1N1CCN(Cc2ccccc2)CC1 (stereo not given)
    0%	-2	-3%	-3%	-6	-16%	38
- Cc1cc(C)n(CCNC(=O)c2ccc3c(c2)OCO3)n1
    -6%	4	0%	0%	33	-6%	-14
- CCCCSc1nnc2[nH]c(=O)cc(N)n12
    0%	9	3%	-2%	19	-22%	16
- CCCCNc1c(-c2cccc(-c3ccc(OC)cc3)c2)nc2ccc(C)cn12
    -5%	nt	-8%	nt	nt	-2%	3
- Cc1cc(Cl)ccc1N1C(=O)CC(SCCC(=O)O)C1=O (stereo not given)
    -14%	-2	-9%	6%	-7	-18%	-3
- CCOC(=O)c1ccccc1NC(=O)N[C@@H](C)C(=O)OC
    7%	13	-1%	0%	-1	-4%	-36
- O=C(c1cc(-c2ccc(Cl)cc2)nc2ccccc12)N1CCOCC1
    -15%	nt	-7%	nt	nt	129%[activator]	-13
- CCN(CC)c1ccc(C(=O)OCC(=O)NC(C)(C)C)cc1
    0%	8	-22%	1%	-4	7%	-22
- Cc1ccc(S(=O)(=O)N(CC(=O)Nc2ccccc2C(=O)O)c2cccc(Cl)c2C)cc1
    ?	-2	-2%	14%	-3	-17%	-22
- O=C(C[C@H]1C[C@H](C(=O)N2CCOCC2)[C@@]2(CCC3CCCC3)c3[nH]c4ccc(Cl)cc4c3CCN2C1=O)NCCCn1ccnc1
    nt	nt	9%	nt	nt	220%[activator]	-24
- C=C(C)C(=O)Nc1cccc(C2=NOC3(C2)C[C@@H](C(N)=O)N(C(=O)c2cc([N+](=O)[O-])cc([N+](=O)[O-])c2C)C3)c1 (stereo not given in full)
    2%	0	0%	-12%	8	59%	53
- COc1ccc(C(=O)Nc2ccccc2C(=O)NCc2cccnc2)cc1
    -12%	9	-2%	6%	-4	-5%	-6
- CCSc1nnc(NC(=O)CCCOc2ccc(C)cc2)s1
    1%	-4	2%	0%	15	-33%	4
- Cc1ccc(Nc2nc(N/N=C/c3c[nH]c4ccccc34)nc(N3CCOCC3)n2)cc1
    ?	15*	6%	0%	47	-2%	3
- O=C(Nc1ccc(Cl)cc1)Nc1ccon1
    3%	15*	-15%	nt	29*	-30%	-26
- Cc1cc(C)c2c(N)c(C(=O)Nc3cccc(C)c3C)sc2n1
    3%	12*	-4%	-3%	8	-12%	-33
- CCN(CC)C(=N)N1c2ccccc2CCC1C (stereo not given)
    5%	5	-14%	1%	-19	4%	2
- O=C(OC1CCOC1=O)c1cc(-c2ccc(Cl)cc2)nc2ccccc12 (stereo not given)
    2%	-2	-1%	1%	-13	-6%	-36
- CCC(=NCCCn1ccnc1)c1c(O)n(Cc2ccccc2)c(=O)[nH]c1=O
    -5%	6	?	23%	16	-19%	1
- Cc1cc(NS(=O)(=O)c2ccc(NC(=O)CCCOc3ccccc3C)cc2)no1
    2%	-5	2%	nt	-4	-39%	0
- COC(=O)c1ccc(/C=C2/SC(=S)N(CCCC(=O)Nc3ccccn3)C2=O)cc1
    ?	-8	-6%	3%	-9	-23%	-85*
- O=C(Cc1nnc(NC(=O)Nc2ccc(Cl)cc2)s1)NCc1ccccc1
    -13%	-6	1%	3%	-16	?	-13
- Cc1cccc(C)c1-n1c(C)nn(-c2ncc(C(F)(F)F)cc2Cl)c1=O
    ?	-3	0%	0%	-11	-6%[2.29 µM]	56
- CSc1nc(C)cc(OCC#N)n1
    ?	-3	-4%	3%	12	-16%	8
- CC12CCC3C(CCC4C/C(=N/O)CCC43C)C1CCC2O (stereo not given)
    -9%	-1	9%	12%	-9	-17%	?
- COc1cccc(NC(=O)C2C3C=CC4(O3)C2C(=O)N(CCN2CCCCC2)C4C(=O)NC2CCCCC2C)c1 (stereo not given)
    -7%	-1	-11%	-1%	1	28%	40
- O=C(Nc1ccc(O)cc1)c1cc2ccccc2c(=O)s1
    0%	56*	-22%	-4%	113*	-25%	-71*
- C=CCn1cc(C(=O)N2CCc3ccccc3C2)c(=O)c2cc(S(=O)(=O)N(CC)CC)ccc21
    ?	0	-15%	1%	-6	143%[activator]	-67*
- Cc1cc2nc(/C(C#N)=C\c3ccc(-c4ccccc4C(=O)O)o3)[nH]c2cc1C
    ?	2	16%	-12%	-6	-26%	35
- Cc1onc(-c2ccccc2)c1C(=O)NC(CC(=O)O)c1ccc(OC(C)C)cc1 (stereo not given)
    -2%	0	40%[activator]	10%	0	-7%	7
- O=c1nc(N2CCOCC2)ccn1-c1nc(-c2ccccc2)oc1-c1ccccc1
    4%	-3	3%	2%	-7	60%	-29
- COC(=O)CSc1nnc(C)n1-c1cccc(C#N)c1
    -14%	-2	-4%	3%	8	-3%	18
- COc1ccc(N2CC(C(=O)Nc3ncccc3C)CC2=O)cc1 (stereo not given)
    1%	-5	-4%	3%	-3	nt	37
- CSc1ncccc1C(=O)OCC(=O)NC1CCCCC1
    3%	nt	-5%	nt	nt	-6%	-37
- O=C(Nc1ccc2c(c1)C(=O)NC2=O)c1ccc(S(=O)(=O)N2CCCC2)cc1
    -2%	-2	5%	2%	-3	-11%	-14
- S=C(NN=C1CCCCCC1)Nc1ccc(Cl)cc1
    -1%	-3	5%	-1%	-6	-26%	-34

Screening data (PubChem BioAssay)
